# APEX1 inh – inhibitors of human APE1 endonuclease | P27695 | recombinant APE1, TAMRA/BHQ-2 abasic DNA cleavage fluorescence | Potency, µM (titrated, usually from 65.8 µM), for inactives: at the highest dose activity change, negative = inhibition, actives largely listed as inhibitors | 0.35% of 350,000 active | AID 2517;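 further: potency means the concentration at half of the fitted maximal effect; plate controls were vehicle for no effect and reference inhibitor for full effect; nearly all actives have a fitted effect of over 55% in size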
#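 Step 1: APE1 (0.75 nM) with compound, 15 min RT. Step 2: add 50 nM fluorophore/quencher THF duplex. Step 3: three fluorescence reads 60 s apart (525/598 nm); read 3 minus read 1 = reaction progress.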
# ERG-DNA inh – blocks human ERG Ets domain binding to DNA; fluorescence polarization, His-ERG Ets domain / labelled DNA; Potency, µM (highest dose often 76.9 µM), inactives show at the top dose FP activity, negative = inhibition, most hits filed as inhibitors; 0.028% of 370,000 active; active means well fitted inhibition curve with a large enough effect in the polarisation, with a control signal flat; inconclusive means small, poorly fitted or top-dose-only effect, or effect the other way, or a change in a side signal; inactive means no such curve, though single readings can be large or run the other way; the % refers to the polarisation;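 further: polarization taken with two DNA probes labelled with fluorescein and Texas red; potency means the concentration at half of the fitted maximal effect; % of control where 0% means no effect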
# Target sequence (P11308 whole entry, looked up, the tested form may be a part): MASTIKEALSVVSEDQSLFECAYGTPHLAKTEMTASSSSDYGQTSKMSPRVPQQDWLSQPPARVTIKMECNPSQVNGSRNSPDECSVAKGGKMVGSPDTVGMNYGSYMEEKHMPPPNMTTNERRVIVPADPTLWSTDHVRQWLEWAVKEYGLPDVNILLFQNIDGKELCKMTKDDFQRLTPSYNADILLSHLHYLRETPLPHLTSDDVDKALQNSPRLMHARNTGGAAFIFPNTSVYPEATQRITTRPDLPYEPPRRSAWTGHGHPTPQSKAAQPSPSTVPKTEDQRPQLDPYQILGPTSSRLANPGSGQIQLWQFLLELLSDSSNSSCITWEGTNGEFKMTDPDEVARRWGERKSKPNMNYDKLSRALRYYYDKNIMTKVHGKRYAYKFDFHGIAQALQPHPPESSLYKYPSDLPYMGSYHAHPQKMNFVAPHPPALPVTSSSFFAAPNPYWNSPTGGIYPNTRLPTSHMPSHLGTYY
#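 His-tagged ERG Ets domain (1 uM in the protein solution; 300mM KCl, 50mM Tris-HCl, 1mM EDTA, 1mM DTT, pH 7.5) received compound, then a probe mix of 5 nM fluorescein-DNA and 100nM Texas-615-DNA. Fluorescence polarization was read for both dyes.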
# LDHA inh – blocks human lactate dehydrogenase A | P00338 | purified LDHA, NADH/diaphorase-resazurin fluorescence; stronger effect = lower value | activity change, % (values are at about 110 or 230 µM) | 0.15% of 480,000 active; in the data active means activity change below about -30%; inconclusive means mostly about -25% to -30%;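 further: plate controls were DMSO wells for no effect and wells without enzyme for full effect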
#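 Enzyme activity of human lactate dehydrogenase 5 (2 nM; 0.06 mM NADH, 0.2 mM pyruvate, 5 min, RT) is measured via a resazurin/diaphorase fluorescence readout of residual NADH.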
# POLK inh – DNA polymerase kappa (human) inhibition; Q9UBT6; purified Pol kappa, fluorescent DNA synthesis assay, 10 min; Potency, µM (titrated, usually from 107 µM), for the others: top-dose activity, negative = inhibition, most hits filed as inhibitors; 0.53% of 400,000 active; further: potency means the concentration at half of the fitted maximal effect; on the % scale 0 is the no-effect control and ±100 the full control effect
#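 Enzyme at 10 nM met test compounds for 15 min at room temperature. Substrate addition (50 nM final) began the reaction, which was monitored by fluorescence at 0 and 10 min.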
# RGS4 inhibitor – human RGS4 inhibition. P49798. Transcreener GDP fluorescence polarization, RGS4-accelerated GTP hydrolysis. Potency, µM (doses to about 114 µM), for inactives: top-dose activity change, negative = inhibition, actives largely listed as inhibitors. 0.039% of 390,000 active. AID 504845; further: potency means the concentration at half of the fitted maximal effect; on the % scale 0 is the no-effect control and ±100 the full control effect; nearly all actives have a fitted effect of over 75% in size; some results filed as inactive show a strong effect at the top dose
#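 MLSMR compounds (23 nl, pin-transferred) preincubated 10 min at room temperature with a 500nM (2x) first reagent, then RGS4 at 900nM (2x) plus Transcreener GDP mix added; fluorescence polarization (620/688 nm) read before and after 90 min at 30 °C.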
# Pol beta inh – DNA polymerase beta (human) inhibition; Pol beta primer extension/strand displacement, fluorescence kinetic; Potency, µM (series often up to 114 µM), inactives show at the top dose activity change, negative = inhibition, usual class: inhibitors; AID 485314; 1.3% of 340,000 active; further: potency means the concentration at half of the fitted maximal effect; on the % scale 0 is the no-effect control and ±100 the full control effect
#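 Enzyme-only controls used 10 nM Pol beta; buffer lacking enzyme served as negative control. Compound preincubated 15 min, then 50 nM substrate added; 0 and 10 min reads at room temperature.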
# Apoferritin bind – candidate novel general anesthetic via apoferritin binding. P02791. apoferritin/1-aminoanthracene competitive binding, fluorescence. Potency, µM (series often up to 77.5 µM), for inactives: top-dose activity change, negative = displacement, actives largely listed as inhibitors. 0.074% of 350,000 active. AID 485281; further: potency means the concentration at half of the fitted maximal effect; on the % scale 0 is the no-effect control and ±100 the full control effect; nearly all actives have a fitted effect of over 20% in size
#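 Concentration-response curves derived by four-parameter Hill fitting of normalized fluorescence, where compounds displaced 1-AMA from 10 uM horse apoferritin following a brief 10 min room-temperature incubation; propofol titration acted as positive control.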
# ALOX12 inh – blocks human arachidonate 12S-lipoxygenase | P18054 | purified 12hLO, xylenol orange hydroperoxide absorbance | Potency, µM (titrated, usually from 108 µM), for inactives: at the top dose activity change, negative = inhibition, hits mostly inhibitors | 1.1% of 580,000 active | AID 1671190; further: potency means the concentration at half of the fitted maximal effect; on the % scale 0 is the no-effect control and ±100 the full control effect
# Target sequence (P18054 whole entry, looked up): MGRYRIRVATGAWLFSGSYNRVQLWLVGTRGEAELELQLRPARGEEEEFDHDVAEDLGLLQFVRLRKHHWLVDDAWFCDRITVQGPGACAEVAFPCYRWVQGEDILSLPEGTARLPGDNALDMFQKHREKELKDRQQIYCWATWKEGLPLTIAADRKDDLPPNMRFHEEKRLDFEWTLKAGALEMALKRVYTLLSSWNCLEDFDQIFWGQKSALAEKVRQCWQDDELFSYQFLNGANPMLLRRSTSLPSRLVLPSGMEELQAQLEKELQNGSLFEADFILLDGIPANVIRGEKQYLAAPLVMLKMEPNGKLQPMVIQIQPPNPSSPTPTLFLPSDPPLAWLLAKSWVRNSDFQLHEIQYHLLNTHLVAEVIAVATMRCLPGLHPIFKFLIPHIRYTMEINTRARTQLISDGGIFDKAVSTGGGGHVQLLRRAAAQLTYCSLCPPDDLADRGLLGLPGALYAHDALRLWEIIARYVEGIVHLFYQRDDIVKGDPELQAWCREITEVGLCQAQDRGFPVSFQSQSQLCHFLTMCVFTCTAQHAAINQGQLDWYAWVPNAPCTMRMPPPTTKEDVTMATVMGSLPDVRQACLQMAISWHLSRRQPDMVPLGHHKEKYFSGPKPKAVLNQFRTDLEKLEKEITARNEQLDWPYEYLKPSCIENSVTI
#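 Purified human 12hLO (150 nM final) in 25 mM Hepes, 0.01% Triton X-100, pH 7.0 was preincubated 15 min at room temperature with compound. Then 40 uM arachidonic acid was added, 30 min. Hydroperoxide was read by Fe-XO absorbance ratio 573/405 nm.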
# Pol eta inh – blocks human DNA polymerase eta activity; Q9Y253; recombinant Pol eta, fluorescent DNA replication assay; Potency, µM (highest dose often 114 µM), for the others: at the highest dose activity change, negative = inhibition, actives largely listed as inhibitors; 1.2% of 390,000 active; AID 588591; further: potency means the concentration at half of the fitted maximal effect; on the % scale 0 is the no-effect control and ±100 the full control effect
#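 Pol eta (10 nM) was preincubated with compounds for 15 min at room temperature, after which fluorescent replication substrate (50 nM final) was added to start the reaction. Fluorescence was read kinetically at 0 and 10 min.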
# Active calls of the source: *; i = inactive; u = inconclusive; x = not tested or not shown; [ ] = another dose, or the depositor's remark. Unless noted, the call rests on the fitted dose curve; in most records, active means well fitted curve in the direction sought with a large enough effect; inconclusive means small, poorly fitted or top-dose-only effect, or another doubt; inactive means no such curve, though single readings can be large; an effect the other way counts as inactive or inconclusive.
# Order of values – APEX1 inh	ERG-DNA inh	LDHA inh	POLK inh	RGS4 inhibitor	Pol beta inh	Apoferritin bind	ALOX12 inh	Pol eta inh
CCOc1cc(CNCCCN2CCOCC2)cc(Cl)c1OCC(=O)NC(C)(C)C
 : 21%	10%	1	5%	6%	2%	-7%	2%	-19%
CC(=O)Oc1cc2oc(=O)c3c(c2cc1Cl)CCC3
 : -2%	x	-6	0%[60.1 µM]	1%	-4%	364%[activator]	2%	-2%
Cc1ccc(N(CC(=O)N/N=C/c2ccc(OC3CSC3)cc2)S(=O)(=O)c2ccccc2)cc1
 : -5%	x	-9	-8%	2%	4%	-1%	-24%	-7%
Cc1ccc(CNC(=O)CCSCc2cnn(-c3ccccc3)c2-n2cccc2)cc1
 : x	0%	-1	6%	-26%	2%	7%	u	-26%
O=C(NCCc1c[nH]c2ccccc12)C1CCC(Cn2c(=S)[nH]c3ccccc3c2=O)CC1 (centres undefined)
 : 3%	0%	-6	4%	-26%	-2%	-13%	-15%	-12%
CC(=NC(C)C)C1=C(O)CCC1=O
 : 2%	11%	-5	-1%	20%	30%	-5%	10%	3%
O=C(O)CCSC(=S)N1CCOCC1
 : -1%	3%	-3	-2%	12%[11.4 µM]	69%	-14%	15%	5%
N#CC1=C(N)Oc2cc3ccccc3cc2C1c1cccs1 (centres undefined)
 : -2%	0%	6	-1%	u	1%	u	u	-18%
COc1ccc(/C=C/C(=O)Nc2ccccc2C(=O)O)cc1
 : 7%	-1%	-14	0%	u	-22%	-6%	-9%	-8%
CC(=O)NCCC(=O)Nc1cc(S(=O)(=O)N2CCOCC2)ccc1N1CCCC1
 : 29%	10%	-2	-2%	-19%	x	x	0%	-10%
CC(CNC(=O)COC(=O)c1cccnc1Cl)c1ccccc1 (centres undefined)
 : 17%	-3%	-8	0%	0%	x	x	-3%	-15%
Cc1cccc(NC(=O)/C(C#N)=C/c2ccc[nH]2)c1C
 : -6%	3%	-3	-2%	0%	14%	-12%	469%[activator]	-21%
COc1ccc(-c2cc3nc(C)c(CCC(=O)N4CCN(c5ccc(F)cc5)CC4)c(C)n3n2)c(OC)c1
 : x	2%	2	-4%	11%	25%	55%[activator]	-25%	-21%
COC(=O)c1c(NC(=O)c2ccccc2C(=O)O)sc2c1CCC2
 : 24%	-6%	-4	-8%	-43%	-2%	-11%	49%[activator]	-9%
CCOc1ccccc1N(CC(=O)NC1CCCCC1)C(=O)CCC(=O)Nc1cc(C)ccn1
 : 45%	-4%	-7	-1%	6%	-11%	-6%	-4%	-21%
O=C(NCc1ccco1)c1cccn2c(=O)c3c4c(sc3nc12)CCCC4
 : -3%	2%	-7	-7%	-41%	50µM*	-20%	0%	u
O=C(CN1CCCC1)N1CCCc2ccccc21
 : -4%	5%[15.4 µM]	-11	1%	-3%	38%[activator]	-5%	-11%	-6%
Cc1ccc(S(=O)(=O)Nc2ccc(C(N)=O)cc2)cc1[N+](=O)[O-]
 : 10%	2%	-3	4%	-40%	8%	-6%	0%	-22%
COc1cccc(CNC(=O)c2cccc(S(=O)(=O)N3CCN(C)CC3)c2)c1
 : 32%	8%	-14	-1%	0%	35%	-8%	40µM*	-11%
COc1ccc(NC(=O)NNC(=O)COc2ccc3cc(Br)ccc3c2)c(OC)c1
 : 51%[activator]	-1%	-11	-3%	-22%	7%	-3%	i	-17%
CN(C(=O)CCc1nc2ccccc2s1)c1ccccc1
 : -3%	x	1	-3%	-3%	-28%	-6%	1%[57.4 µM]	-8%
COc1ccc(N/C=C2\C(=O)CCc3c2oc2cc(Cl)c(O)c(Cl)c32)cc1
 : -5%	3%	5	2%	-9%	u	6%	6.3µM*	u
c1ccc(NC2=Nc3ccccc3CC2)cc1
 : 5%	15%	0	-3%	-7%	0%	-19%	-1%	-10%
Cc1ccc(-c2c(C(=O)O)c3ccccc3[nH]c2=O)cc1
 : 7%	-7%	-4	-3%	-8%	42%	-1%	u	0%
CC(C)OC(=O)/C(=C\C=C\c1ccccc1)NC(=O)c1ccccc1
 : 2%	-10%	-5	-10%	33%	-27%	u	63%[activator]	-18%
COc1cc(/C=N/NC(=O)c2ccc(CSc3nncn3C)cc2)cc(OC)c1O
 : u	-3%	-1	-10%	-13%	u	-15%	-9%	3%
O=C(O)C1CCCN1S(=O)(=O)c1cc(Cl)ccc1Cl (centres undefined)
 : 0%	x	-3	-2%	15%	-1%	-19%	-10%[57.4 µM]	-9%
COc1cc(/C=C/CN2CCN(Cc3ccc(C)o3)C(CCO)C2)ccc1O (centres undefined)
 : 0%	6%	-6	-2%	24%	0%	-4%	0%	-17%
O=C(Nc1ccc(Cl)cn1)c1cc2ccccc2o1
 : -3%	10%	0	6%	-34%	-10%	-11%	21%	-13%
CCOC(=O)c1cnc(-n2nc(C)cc2C)nc1NCc1ccccc1
 : 7%	-4%	2	-12%	24%	u	u	-16%	u
CCOc1cc(N2CCOCC2)c(OCC)cc1NC(=O)c1ccc(F)c(S(=O)(=O)N2CCOCC2)c1
 : -1%	7%	-4	-5%	-9%	x	x	-10%	-7%
O=S(=O)(c1ccc2nc(Nc3ccc(F)cc3)ccc2c1)N1CCCC1
 : x	1%	-2	3%	11%	2%	111%[activator]	-6%	-12%
CC(CC(=O)Nc1ccc(S(=O)(=O)Nc2ncccn2)cc1)c1ccccc1 (centres undefined)
 : 42%[12.4 µM]	-1%	-7	-7%	-10%	0%	3%	-1%	-10%
COc1ccc(CNCCS(=O)(=O)NN2CCOCC2)cc1
 : -13%	4%	-6	0%	-24%	x	x	-10%	-14%
COc1cccc(-c2nc(CS(=O)CC(=O)NCc3ccccc3)c(C)o2)c1 (centres undefined)
 : -2%	-1%	0	-3%	-22%	-8%	u	8%	u
N#C/C(=C\c1c(Oc2ccc(Cl)cc2)nc2ccccn2c1=O)C(=O)NC1CCS(=O)(=O)C1 (centres undefined)
 : -5%	20%	-9	0%	-20%	39%	18%	-2%	-7%
CN(C(=O)c1cccc(N2C(=O)C3CC=CCC3C2=O)c1)C1CCCCC1 (centres undefined)
 : 7%	2%	4	5%	-22%	12%	-12%	0%	-16%
CCOC(=O)c1c(S(=O)(=O)NCC(=O)Nc2ccc(C)cc2)c(C)n(C)c1C
 : 19%	5%	0	0%	-20%	4%	-6%	7%	-4%
Cc1c(C(=O)O)nn(-c2cccc(C(F)(F)F)c2)c(=O)c1C#N
 : 20%	-7%	0	-5%	8%	2%	-2%	-3%	-10%
CC1CC(C)CN(C(=O)c2ccc(S(=O)(=O)N3CCCCC3)cc2)C1 (centres undefined)
 : -20%	-17%	0	17%	4%	-16%	-4%	-1%	1%
CN1CCc2nc(NC(=O)c3cccc(OC(F)F)c3)sc2C1
 : 16%	3%	0	-12%	9%	0%	-10%	-5%	-1%
CCN(Cc1ccc(OC)c(F)c1)C(=O)CCl
 : 3%	7%	2	-24%	4%	-17%	-20%	-2%	-18%
O=C(CSCc1c(F)cccc1Cl)NCCc1ccccc1
 : 50%[activator]	-10%	-2	-11%	25%	5%	u	13%	-8%
O=C(OCc1nnc(-c2ccc(Cl)cc2)o1)C12CC3CC(CC(O)(C3)C1)C2
 : 0%	-13%	0	u	6%	3%	u	-3%	-13%
Cc1ccc(NC(=O)CCNS(=O)(=O)c2ccccc2)c(C(=O)c2ccccc2)c1
 : 2%	0%	-5	0%	3%	-3%	0%	-10%	-11%
CCCCN(C(=O)CSc1nnc(-c2ccco2)o1)c1c(N)n(Cc2ccccc2)c(=O)[nH]c1=O
 : -1%	14%	-4	1%	-3%	11%	3%	4%	4%
CCCCCN(C(=O)CCC(=O)OCC(=O)c1ccc(C(C)(C)C)cc1)c1c(N)n(CCCC)c(=O)[nH]c1=O
 : -16%	4%	-9	-11%	6%	x	x	0%	-3%
CC1(C)CC(NC(=O)C23CCC(C)(/C(=N/O)C2)C3(C)C)CC(C)(C)N1 (centres undefined)
 : 5%	-8%	0	-2%	4%	-16%	-6%	0%	-14%
Cc1cccc(CSc2nnc3c(n2)[nH]c2ccccc23)c1
 : -1%	7%	-3	0%	-12%	22%	-10%	0%	13%
O=C(c1ccc2nc(N3CCOCC3)sc2c1)N1CCN(C(=O)c2ccco2)CC1
 : 1%	-5%	-2	1%	-10%	16%	-2%	4%	-27%
Cc1cccc(Cn2nc(C)cc2NC(=O)Cn2cc([N+](=O)[O-])cn2)c1
 : 0%	3%	-2	6%	-12%	20%	u	4%	-18%
OCCNCc1cccc(OCc2ccccc2Cl)c1
 : 3%	-2%	-2	-4%	-6%	13%	u	-12%	-18%
CC1(C)CC(C#N)(N2CCOCC2)CCO1 (centres undefined)
 : 0%	-5%	-15	-2%	-1%	-2%	-6%	u	-15%
COc1ccc(-c2nnc(SCC(=O)Oc3c(C)cccc3C)o2)cc1OC
 : x	2%	1	11%	-5%	1%	u	0%	-16%

# Compounds shown so far that contain a tert-butyl group:
# Order of values – APEX1 inh	ERG-DNA inh	LDHA inh	POLK inh	RGS4 inhibitor	Pol beta inh	Apoferritin bind	ALOX12 inh	Pol eta inh
CCOc1cc(CNCCCN2CCOCC2)cc(Cl)c1OCC(=O)NC(C)(C)C
 : 21%	10%	1	5%	6%	2%	-7%	2%	-19%
CCCCCN(C(=O)CCC(=O)OCC(=O)c1ccc(C(C)(C)C)cc1)c1c(N)n(CCCC)c(=O)[nH]c1=O
 : -16%	4%	-9	-11%	6%	x	x	0%	-3%

# Compound activity: PubChem, National Center for Advancing Translational Sciences (NCATS)

# Not all compounds are listed; the hit share may differ from the screen's.
